Assay outcomes as filed in PubChem BioAssay.
MC4R antag cAMP: blocks human MC4R cAMP signaling; P32245; MC4R-expressing cells, MTII-stimulated cAMP, LANCE TR-FRET; inhibition, % at 6.5 µM; 360,000 compounds, 0.48% hits; AID 540295;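 active = inhibition above its plate's cutoff, the mean of tested wells on that plate plus 3 SD, cut at about 29% in these data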;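 also: 0% = Melanotan II alone and 100% = Melanotan II plus saturating MCL0020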
Target sequence (P32245 whole entry, looked up): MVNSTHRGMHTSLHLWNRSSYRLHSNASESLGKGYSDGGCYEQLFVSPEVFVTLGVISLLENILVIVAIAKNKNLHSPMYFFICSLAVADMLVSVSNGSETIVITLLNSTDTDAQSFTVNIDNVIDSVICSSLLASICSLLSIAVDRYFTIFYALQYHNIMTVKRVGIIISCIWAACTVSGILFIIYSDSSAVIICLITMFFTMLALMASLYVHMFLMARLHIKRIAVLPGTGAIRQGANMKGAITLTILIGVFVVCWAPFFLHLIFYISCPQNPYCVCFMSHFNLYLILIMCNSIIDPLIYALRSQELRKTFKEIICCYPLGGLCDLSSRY
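Material: U2OS-MC4R stable cell line | Reagent: Melanotan II challenge after compound preincubation | Doses: One concentration, 6.5 µM nominal | Incubation: 30-min compound preincubation, 1-h Melanotan II challenge, 1-h detection, room temperature | Signal: TR-FRET cAMP assay | Replicates: One well per compound, no replicates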
LRH-1 inv ag: suppresses constitutive activity of human LRH-1 | O00482 | HEK293T StAR-luciferase reporter, LRH-1 transfected, 24 h | inhibition, % at 3.6 µM | 360,000 compounds, 0.13% hits;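 active = inhibition above the mean inhibition of all tested compounds plus 3 SD, cut at about 73% in these data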;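 also: 0% = DMSO wells and 100% = reporter-only cells lacking LRH-1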
Target sequence (O00482 whole entry, looked up): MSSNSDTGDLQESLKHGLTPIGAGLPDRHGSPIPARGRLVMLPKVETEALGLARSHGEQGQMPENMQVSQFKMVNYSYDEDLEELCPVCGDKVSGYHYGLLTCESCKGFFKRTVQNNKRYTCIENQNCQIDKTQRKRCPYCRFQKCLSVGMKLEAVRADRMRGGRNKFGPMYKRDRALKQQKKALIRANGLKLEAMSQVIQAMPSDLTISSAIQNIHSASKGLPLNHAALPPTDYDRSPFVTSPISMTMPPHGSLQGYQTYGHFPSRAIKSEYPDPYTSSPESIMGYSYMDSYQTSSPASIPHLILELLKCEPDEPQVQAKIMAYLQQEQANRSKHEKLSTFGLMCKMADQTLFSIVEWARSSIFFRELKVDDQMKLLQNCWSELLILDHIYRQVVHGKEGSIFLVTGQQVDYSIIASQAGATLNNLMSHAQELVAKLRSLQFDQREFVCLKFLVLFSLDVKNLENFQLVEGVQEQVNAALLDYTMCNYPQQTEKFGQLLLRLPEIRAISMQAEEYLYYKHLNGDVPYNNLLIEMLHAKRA
COUP-TFII inh: blocks human COUP-TFII nuclear receptor. HEK293T NGFI-A luciferase reporter, luminescence. P24468. inhibition, % at 8.6 µM. AID 686940. 370,000 compounds, 0.7% hits;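 active = inhibition above a per-plate cutoff, mean inhibition of test wells between control levels plus 3 SD, cut at about 38% in these data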;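 also: cells cotransfected with COUP-TFII expression vector driving the NGFI-A reporter; 0% = median of COUP-TF2 test wells and 100% = reporter-only cells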
NOD2-RIPK2 inh: inhibitors of human NOD2-RIPK2 interaction; O43353; CHO BLA complementation NOD2-RIPK2, CCF4 ratio; inhibition, % at 4.98 µM; 360,000 compounds, 0.38% hits; AID 624267; in the data active = inhibition above about 21%;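 also: 0% = vehicle only and 100% = reference blocker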
SRC3 inh: inhibitors of human steroid receptor coactivator 3 (SRC3); Q9Y6Q9; HEK293 GAL4-SRC3 luciferase reporter, luminescence; inhibition, % at 3.6 µM; 360,000 compounds, 0.17% hits;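 active = inhibition above a per-campaign cutoff, the mean of all compounds plus 3 SD, cut at about 60% in these data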;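 also: 0% = DMSO-treated cells and 100% = gossypol-treated cells at 36 µM; higher means less SRC3-driven luciferase light from the GAL4 reporter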
TLR9-MyD88 block: inhibitors of human TLR9-MyD88 binding; 340,000 compounds, 0.21% hits; Q9NR96+Q99836; CHO BLA complementation TLR9-MyD88, CCF4 FRET ratio; inhibition, % at 4.98 µM;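 active = inhibition above the mean over all tested compounds plus 3 SD, cut at about 21% in these data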;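 also: 0% = DMSO only wells and 100% = clavulanate BLA inhibitor control wells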
LMP1 NFkB inh: reduces LMP1-driven NF-kappaB luciferase signal; LMP1-induced NF-kappaB luciferase reporter cells, luminescence; inhibition, % at 12.5 µM; 350,000 compounds, 0.69% hits; AID 504558; in the data active = inhibition above about 41%;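 also: 0% = neutral control wells and 100% = reference inhibitor control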
MC4R ag barr: human MC4R agonism via beta-arrestin | P32245 | activation, % at 8.9 µM | 360,000 compounds, 0.98% hits | U2OS MC4R beta-arrestin complementation, luminescence; percent of melanotan II response, DMSO zero;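 active = activation above a per-plate cutoff, the mean activation of sample wells on that plate plus 3 SD, cut at about 8% in these data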
NCOA1 inh: inhibitors of human steroid receptor coactivator 1 (SRC1). 360,000 compounds, 0.12% hits. Q15788. inhibition, % at 3.6 µM. AID 588354. HEK293 GAL4-SRC1 luciferase reporter, luminescence;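 active = inhibition above the campaign mean plus 3 SD, with each screening campaign given its own cutoff, cut at about 60% in these data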;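 also: 0% = DMSO treated cells and 100% = gossypol at 36 µM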
ABHD5-PLIN5 inh: blocks binding of human ABHD5 to perilipin-5 | Q00G26+Q8WTS1 | Split G. princeps luciferase complementation, luminescence, 4 h | inhibition, % at 4 µM | 360,000 compounds, 0.78% hits;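 active = inhibition above the mean inhibition across every tested compound plus 3 SD, cut at about 22% in these data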;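 also: 0% = DMSO only wells and the 100% control is not disclosed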
SRC2 inh: human SRC2 (NCOA2) inhibition; Q15596; HEK293 GAL4-SRC2 luciferase reporter, luminescence; inhibition, % at 9 µM; 370,000 compounds, 0.17% hits;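 active = inhibition above the mean inhibition of all tested compounds plus 3 SD, set per campaign, cut at about 52% in these data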;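 also: 0% = DMSO treated cells and 100% = cells given Gossypol at 36 µM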
Starred values were filed as active, the others as inactive; · = no result given.

SRC3 inh,MC4R antag cAMP,NOD2-RIPK2 inh,ABHD5-PLIN5 inh,SRC2 inh,COUP-TFII inh,MC4R ag barr,TLR9-MyD88 block,LMP1 NFkB inh,NCOA1 inh,LRH-1 inv ag,mol
-20,8,-2,6,-10,-9,-1.9,-15,3,4,-13,COc1ccc(/C(O)=C2/C(=O)C(=O)N(CCCN3CCOCC3)C2c2ccc(C)cc2)cc1 (stereo not given)
17,-4,-7,-4,-14,4,-0.1,-9,-1,3,11,COC(=O)c1ccc(C)c(NC(=S)NCc2ccc(Cl)cc2)c1
26,0,-8,-3,-5,-9,-1.6,2,1,4,12,CC1CCCCN1S(=O)(=O)c1ccc(C(=O)Nc2nnc(-c3ccncc3)o2)cc1 (stereo not given)
11,-7,-6,-1,-4,11,-1.7,-1,-2,0,9,CCOc1ccc(CCNC(=O)COC(=O)/C=C/c2cccc(OC)c2)cc1OCC
17,11,7,8,-14,2,-0.4,11,4,10,-41,C/C(=N\Nc1ccc(Cl)nn1)c1ccccc1O
-15,11,-9,4,4,9,1.1,-4,4,-1,16,CCOC(=O)CC1CCCCN1C(=O)CCCn1nnnc1CN1CCOCC1 (stereo not given)
14,7,6,-14,-7,0,0.9,-5,-8,10,9,COC(=O)c1cc(Br)ccc1N(Cc1cc(OC)cc(OC)c1)S(C)(=O)=O
-1,-4,1,9,1,-2,-2.2,1,-2,-7,-11,CCNC(=O)N(CC)C[C@H]1N[C@@](Cc2ccccc2)(C(=O)OC)[C@H]2C(=O)N(Cc3ccccc3)C(=O)[C@@H]12
78*,14,1,-6,59*,28,-1.0,3,86*,70*,76*,COC(=O)c1cn(NC(=O)c2cc([N+](=O)[O-])ccc2F)c(=O)c2ccccc12
4,4,5,0,-11,3,-1.5,2,6,16,-5,Cc1ccc(OCCn2cc(/C=C(\C#N)C(=O)NCC3CCCO3)c3ccccc32)cc1 (stereo not given)
16,1,10,-3,-3,-11,-0.2,0,7,1,16,CCOC(=O)C1=C(C)N(C)C(C)=C(C(=O)OCC)C1c1ccc(C(=O)OC)cc1
22,14,1,-1,4,-11,-1.9,-2,7,-3,-6,O=C(CCNC(=O)C1CCN(S(=O)(=O)c2ccc(F)cc2)CC1)NC1CC1
4,2,-6,5,-17,-10,-1.4,-6,10,-19,-19,CCOC(=O)c1c(C)oc2cc(Br)c(O)c(Br)c12
4,21,9,0,-8,-1,0.3,-12,0,-12,-34,Cc1ccc(C(=O)CSc2nn3c(=O)c(C(C)(C)C)nnc3s2)cc1
-86,-9,4,-1,-78,-49,-2.1,4,-12,-79,-86,CCn1cnc2c(Nc3cccc(Cl)c3)nc(C#N)nc21
-4,1,4,11,-10,15,0.8,-8,6,-2,-15,COc1ccc(-n2nc(C(=O)NCC(=O)NCCCN3CCOCC3)c3ccccc3c2=O)cc1Cl
8,-1,-7,3,-15,16,-0.1,-13,-2,-4,4,CN(CCc1ccccc1)C(=O)c1ccc(NC(=O)Cc2ccc(NC(=O)C3CCN(C(=O)C4CCCC4)CC3)cc2)cc1
-10,10,0,-5,-5,-16,-1.0,10,-7,-4,-6,CCN(CC)CCn1c2c(c(SCC(=O)Nc3ccccc3Cl)nc1=O)CCCC2
13,10,-7,3,-18,9,2.8,-4,6,-3,3,O=C(O)C1C2CCC(O2)C1C(=O)Nc1ccc(O)cc1 (stereo not given)
7,-1,7,-8,6,-11,-2.1,-8,-11,1,-29,OC1(c2ccc(F)cc2)CN(c2ccccc2)C2=[N+]1CCS2 (stereo not given)
8,2,-10,-4,·,·,1.1,5,1,-12,5,CC(C)(C)CNc1cc(N2CCCC2)ccc1[N+](=O)[O-]
-21,4,1,-9,-9,7,-1.1,-12,0,-14,6,CCOc1ccc(S(=O)(=O)N2CCN(c3ncccn3)CC2)cc1
-1,-2,-2,-2,14,-8,-1.1,-3,8,7,1,O=C(Nc1cccc2nsnc12)c1cccnc1
1,2,-9,20,-14,-1,-0.9,1,0,10,-21,O=S(=O)(Nc1nccs1)c1ccc(NS(=O)(=O)c2c(F)cc(F)c(Cl)c2F)cc1
4,·,2,8,-10,9,·,·,·,9,-1,CC(C)(C)S(=O)N1Cc2cc(C(=O)NCc3ccc(Oc4ccccc4)cc3)nc(-c3cccc(-c4cc5ccccc5o4)c3)c2[C@H]1CCO (stereo not given in full)
-2,0,1,1,-12,1,0.0,-20,-8,-20,5,COc1ccccc1OCC(=O)NCCS(=O)(=O)N1CCN(c2ccc(F)cc2)CC1
-5,11,2,9,-14,-2,1.5,8,1,-13,-2,CSc1nc(N(C)C)nc(N(C#N)CCOC(C)=O)n1
-28,2,-4,-6,-31,-60,1.3,8,4,-48,-46,O=C(Oc1ccc(/C=N/O)cc1)c1ccccc1Cl
14,6,6,4,-26,12,-0.9,3,-2,-26,-7,O=C(CN1CCN(c2ccccn2)CC1)NCCc1ccccc1
-3,4,-25,-1,5,14,-1.7,2,-7,-16,12,COc1ccc(Cl)cc1NC(=O)C1CCCO1 (stereo not given)
3,0,4,2,-5,9,-2.5,1,-12,8,-10,CCOC(=O)C(C(=O)Nc1ccccc1C)C1CCCCC1 (stereo not given)
11,3,-3,0,-34,-11,-2.0,1,-4,-2,13,Cc1ccc(C(=O)OCc2c(C)noc2C)cc1NC(=O)c1ccco1
-8,5,-3,-4,-56,1,5.0,1,-25,-30,-54,CC1(C)CCc2cc(-c3ccnc(=S)[nH]3)ccc2O1
-19,9,-1,-6,-1,8,0.7,0,3,11,19,Cc1ccc(C(=O)Nc2ccccc2N2CCCCC2)cc1
14,5,-1,-5,7,3,-1.6,8,2,4,-16,O=C(COC(=O)c1ccc(Cl)c(S(=O)(=O)N2CCN(c3ccc(F)cc3)CC2)c1)Nc1cccc(Cl)c1
10,-18,7,-2,3,-55,-0.4,-1,9,-24,28,CC(=Nc1ccccc1)C1=C(O)C(Cc2ccc(O)cc2)NC1=O (stereo not given)
3,-7,4,13,-22,3,0.3,11,-18,-9,1,Cc1ccc(C)n1-c1ccc(-n2cnnn2)cc1
63*,-4,-4,3,31,24,-1.3,-9,24,45,35,CN1CCN(c2ncnc3scc(-c4ccccc4Cl)c23)CC1
15,-3,-5,-6,20,1,-1.4,-2,-10,0,-1,CC(=O)C1=C(C)NC(SCC(N)=O)=C(C#N)C1C (stereo not given)
1,8,4,2,7,-7,-2.7,3,1,-27,6,O=C(C(=O)c1cccnc1)c1cccnc1
·,·,1,-5,-21,-25,·,·,·,·,4,COc1cccc(C2=Cc3ccc(F)cc3C(CC(C)=O)N2c2ccc(-c3cncnc3)cc2)c1 (stereo not given)
0,21,5,0,11,-10,0.2,4,3,-16,0,N/C(=N\OC(=O)c1cc([N+](=O)[O-])ccc1Cl)c1ccccn1
3,8,3,-4,-18,3,-1.9,-6,-1,-4,-10,O=C(COC(=O)Cc1cn2ccsc2n1)NC12CC3CC(CC(C3)C1)C2
-120,-1,-5,3,-66,-54,0.8,-2,-10,-128,-101,O=C(N/N=C/c1cccc2ccccc12)c1cccs1
-5,1,10,-7,8,13,-2.6,4,-3,-22,4,CC1CN(Cc2ccccc2)C(=O)N(c2ccccc2)C1=O (stereo not given)
-43,6,-4,-11,-38,-45,2.0,-9,-16,-38,-37,CC(=O)Nc1c(Cl)cc2c(c1Cl)Cc1ccccc1-2
11,9,1,-2,6,19,-0.2,-10,16,-13,-7,CSc1ccc(CN2CCN(C(=O)c3ccncc3)CC2)cc1
4,4,-4,-1,-12,-16,-1.9,3,-3,-58,8,Cc1nc2ccc(Nc3ccncc3)cc2s1
6,3,-2,-10,19,14,-1.6,-9,-3,-7,-2,CCC1(C)NC(=O)N(CC(=O)N2CCC(Cc3ccccc3)CC2)C1=O (stereo not given)
-12,0,-2,-2,-5,-15,-1.9,7,1,-5,-2,CNS(=O)(=O)c1ccc(C(=O)NCC(=O)NCCc2ccc3c(c2)OCCO3)cc1
9,2,5,-1,11,-9,-0.9,-4,1,6,-6,COc1ccccc1N1CCN(C(=O)Cn2c(=O)[nH]c3ccsc3c2=O)CC1
9,-2,-8,0,23,17,-0.4,-5,15,13,-27,COc1ccc(NC(=O)Nc2nnc(-c3ccncc3)s2)cc1
-2,12,2,3,18,-8,1.7,-6,-6,-10,11,NC(=O)c1cc(S(=O)(=O)NCCc2ccc(S(N)(=O)=O)cc2)cs1

Compound profiles, as listed above.
CC1CN(Cc2ccccc2)C(=O)N(c2ccccc2)C1=O (stereo not given) in the list: SRC3 inh = -5; MC4R antag cAMP = 1; NOD2-RIPK2 inh = 10; ABHD5-PLIN5 inh = -7; SRC2 inh = 8; COUP-TFII inh = 13; MC4R ag barr = -2.6; TLR9-MyD88 block = 4; LMP1 NFkB inh = -3; NCOA1 inh = -22; LRH-1 inv ag = 4
N/C(=N\OC(=O)c1cc([N+](=O)[O-])ccc1Cl)c1ccccn1 in the list: SRC3 inh = 0; MC4R antag cAMP = 21; NOD2-RIPK2 inh = 5; ABHD5-PLIN5 inh = 0; SRC2 inh = 11; COUP-TFII inh = -10; MC4R ag barr = 0.2; TLR9-MyD88 block = 4; LMP1 NFkB inh = 3; NCOA1 inh = -16; LRH-1 inv ag = 0

An excerpt. The share of hits here may be higher or lower than overall.
